Screening results as filed in PubChem.
NPC1 promoter act: NPC1 promoter activation | Potency, µM (series often up to 9.22 µM), without a hit: top-dose activation, most hits filed as activators | hit rate 2.4% among 320,000 | Huh7 NPC1 promoter luciferase reporter, 24 h;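 further: potency means the concentration at half of the fitted maximal effect; % of control where 0% means no effect; nearly all actives have a fitted effect of over 60% in size; reporter is driven by a mutant NPC1 promoter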
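Compounds in DMSO were transferred onto Huh7 NPC1-luciferase reporter cells pre-incubated 2 h; after 24 h at 37 °C, Amplite reagent was dispensed and luminescence recorded 10 min later.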
Coupling enz: coupling enzyme interference in Giardia aldolase counter-screen; coupling enzyme system counterscreen, AmpLite Red fluorescence; activity change, negative = inhibition, % at 58.2 µM, hits read low; hit rate 0.67% among 290,000; AID 2472; in the data active means activity change below about -30%; further: on the % scale 0 is the no-effect control and ±100 the full control effect
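Counterscreen of the coupled detection system alone, without aldolase: glyceraldehyde-3-phosphate coupling enzymes plus AmpLite Red readout. Compounds at 57.5 uM final, 10 min RT preincubation, 20 min RT reaction, fluorescence 525/598 nm.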
uPA generation: cell surface uPA generation inhibition; Potency, µM (titrated, usually from 38.3 µM), inactives show at the highest dose activity change, negative = inhibition, hits mostly inhibitors; AID 540303; hit rate 0.31% among 330,000; cell surface uPA generation assay, qHTS; active means well fitted inhibition curve with a large enough effect; inconclusive means small, poorly fitted or top-dose-only effect; inactive means no such curve, though single readings can be large or run the other way; tested in mouse RAW 264.7 cells; further: potency means the concentration at half of the fitted maximal effect; on the % scale 0 is the no-effect control and ±100 the full control effect; nearly all actives have a fitted effect of over 55% in size
Rab9 prom act: activates the Rab9 promoter; AID 485297; Huh7 Rab9 promoter-luciferase reporter, luminescence, 24 h; hit rate 2.8% among 320,000; Potency, µM (titrated, usually from 9.22 µM), inactives show at the highest dose activation, negative = inhibition, actives largely listed as activators; further: potency means the concentration at half of the fitted maximal effect; % of control where 0% means no effect; nearly all actives have a fitted effect of over 60% in size
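Huh7 cells stably carrying a Rab9 promoter-luciferase reporter, 1500 cells per well in OP-MEM I with 10% FBS, treated with compound 24 hours at 37C. Luciferase activity read by luminescence after 10 minutes with Amplite reagent.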
Tb PFK block: inhibitors of T. brucei phosphofructokinase | O15648 | T. brucei PFK, ADP-Glo luminescence | Potency, µM (highest dose often 57.5 µM), for the others: at the highest dose activity, negative = inhibition, actives largely listed as inhibitors | hit rate 0.17% among 330,000;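 further: potency means the concentration at half of the fitted maximal effect; 0% = uninhibited 1x PFK enzyme wells and -100% = no-enzyme wells; nearly all actives have a fitted effect of over 60% in size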
Target sequence (O15648 whole entry, looked up): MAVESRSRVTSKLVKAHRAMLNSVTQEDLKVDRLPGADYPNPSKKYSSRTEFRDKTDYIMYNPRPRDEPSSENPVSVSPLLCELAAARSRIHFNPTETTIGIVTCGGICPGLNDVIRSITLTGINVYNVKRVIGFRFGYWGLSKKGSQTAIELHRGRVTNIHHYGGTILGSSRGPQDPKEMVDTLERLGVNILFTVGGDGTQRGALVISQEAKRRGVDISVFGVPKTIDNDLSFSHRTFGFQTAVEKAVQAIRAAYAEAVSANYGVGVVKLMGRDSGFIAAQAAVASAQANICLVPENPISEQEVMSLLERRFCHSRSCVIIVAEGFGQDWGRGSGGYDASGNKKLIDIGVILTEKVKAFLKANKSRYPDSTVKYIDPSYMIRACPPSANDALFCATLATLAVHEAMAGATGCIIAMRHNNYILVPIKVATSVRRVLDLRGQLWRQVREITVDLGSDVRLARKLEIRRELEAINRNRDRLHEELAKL
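In TEA buffer at pH 8.0 with 5 mM MgCl2, enzyme (1.25 nM) converted F6P (0.5 mM) and ATP (0.1 mM) for 45 min at room temperature. ADP product was read by luciferase luminescence.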
KCNH2 3.1 block: blocks the human KCNH2 3.1 channel isoform. activity change, % (tested at about 1.8 µM). hit rate 0.95% among 340,000. U2OS KCNH2 3.1, thallium flux FluxOr; hits give low values;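 active means maximum activity change below -70%; inconclusive means maximum activity change from -70% to -50%; inactive means maximum activity change above -50%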;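 further: thallium influx rate constant from kinetic fluorescence after stimulation buffer; on the % scale 0 is the no-effect control and ±100 the full control effect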
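Kinetic fluorescence (2 min after stimulation buffer) measures Tl+ influx through KCNH2 3.1 expressed by viral transduction in U2OS cells; the rate constant is normalized against DMSO controls serving as positive and negative references.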
RORg inh: inhibitors of mouse ROR gamma transcriptional activity. P51450. hit rate 5.4% among 310,000. Drosophila S2 Gal4-RORgamma UAS-luciferase reporter, 20 h. Potency, µM (series often up to 53.6 µM), without a hit: at the top dose activity change, negative = inhibition, actives largely listed as inhibitors; further: potency means the concentration at half of the fitted maximal effect; on the % scale 0 is the no-effect control and ±100 the full control effect; nearly all actives have a fitted effect of over 60% in size
Target sequence (P51450 whole entry, looked up, the tested form may be a part): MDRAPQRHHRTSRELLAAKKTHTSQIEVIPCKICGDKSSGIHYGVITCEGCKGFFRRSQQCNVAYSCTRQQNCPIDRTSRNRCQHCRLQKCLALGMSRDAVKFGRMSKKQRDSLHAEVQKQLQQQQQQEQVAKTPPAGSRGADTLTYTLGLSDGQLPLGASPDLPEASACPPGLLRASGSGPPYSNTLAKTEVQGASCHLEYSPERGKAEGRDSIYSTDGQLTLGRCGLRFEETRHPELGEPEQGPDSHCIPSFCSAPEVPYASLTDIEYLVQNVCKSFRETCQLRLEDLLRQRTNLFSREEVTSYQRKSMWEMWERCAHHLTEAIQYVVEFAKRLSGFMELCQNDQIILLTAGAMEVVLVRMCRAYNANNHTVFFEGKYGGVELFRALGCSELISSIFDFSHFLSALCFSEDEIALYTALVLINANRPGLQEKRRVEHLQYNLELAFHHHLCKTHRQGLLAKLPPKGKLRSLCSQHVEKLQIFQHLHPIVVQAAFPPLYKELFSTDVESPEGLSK
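Drosophila S2 cells stably expressing Gal4-DBD/mouse RORγ fusion under metallothionein promoter plus UAS-luciferase; compound 1 h, then 700 uM CuSO4 induction for 20 h at ambient temperature; inhibition read as reduced luminescence.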
Giardia killer: Giardia lamblia killing; Giardia lamblia trophozoite viability; hit rate 0.15% among 340,000; activity change, % at 7.66 µM, hits read low; in the data active means activity change below about -80%; inconclusive means between about -30% and that limit;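 further: parasites exposed to compound for two days anaerobically before the ATP read; on the % scale 0 is the no-effect control and ±100 the full control effect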
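ATP-content bioluminescence gauges trophozoite survival. Cells (100/well) receive compound and incubate anaerobically for 48 hrs at 37 deg C; detection reagent follows for 15-30 min at room temperature.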
VP16 counter: inhibits Gal4-VP16 luciferase reporter, ROR gamma counter-screen; Drosophila S2 Gal4-VP16 UAS-luciferase, luminescence, 20 h; Potency, µM (series often up to 53.6 µM), for the others: top-dose activity, negative = inhibition, most hits filed as inhibitors; hit rate 3.5% among 310,000; AID 2546;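 further: Gal4-VP16 expression switched on by copper sulfate through the metallothionein promoter; potency means the concentration at half of the fitted maximal effect; on the % scale 0 is the no-effect control and ±100 the full control effect; nearly all actives have a fitted effect of over 50% in size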
ELG1 genotox: genotoxicity induction in ELG1-luciferase HEK293T cells | HEK293T ELG1-luciferase reporter, luminescence, 16 h | hit rate 1.3% among 330,000 | Potency, µM (titrated, usually from 46 µM), without a hit: at the top dose activity change, positive = activation, hits mostly activators | AID 504466; further: potency means the concentration at half of the fitted maximal effect; % of control where 0% means no effect; nearly all actives have a fitted effect of over 60% in size
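HEK293T cells expressing luciferase-tagged ELG1 were exposed to compound or DMSO vehicle for 16 hr at 37 °C and 5% CO2. Luciferase activity was then measured with ONE-Glo after 30 min at room temperature.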
FLuc modulator: inhibits or activates purified firefly luciferase, miR-21 counter-screen; P08659; Potency, µM (highest dose often 57.5 µM), for the others: top-dose activity change, negative = inhibition, hits mostly inhibitors; hit rate 6.9% among 360,000; AID 588342; purified FLuc, Km substrates, luminescence inhibition;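 further: potency means the concentration at half of the fitted maximal effect; plate controls were vehicle for no effect and reference inhibitor for full effect; nearly all actives have a fitted effect of over 55% in size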
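Purified P. pyralis luciferase (10nM final) with 10uM D-luciferin and 10uM ATP (Km levels) in 50mM Tris acetate pH 7.5, 10mM Mg acetate, 0.01% Tween-20, 0.05% BSA; qHTS 6-point titration, ~60 µM downward; luminescence read.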
* hit, by the source's call; ? = inconclusive; / = no result given; [ ] = another dose, or the depositor's remark. Unless noted, the call rests on the fitted dose curve; in most records, active means well fitted curve in the direction sought with a large enough effect; inconclusive means small, poorly fitted or top-dose-only effect, or another doubt; inactive means no such curve, though single readings can be large; an effect the other way counts as inactive or inconclusive.

SMILES	NPC1 promoter act	Coupling enz	uPA generation	Rab9 prom act	Tb PFK block	KCNH2 3.1 block	RORg inh	Giardia killer	VP16 counter	ELG1 genotox	FLuc modulator
CC1CC(C)(C)N(C(=O)CSc2ccc(-c3ccc(F)cc3)nn2)c2ccccc21 (centres undefined)	-7%	-6	2%	0%	6%	-4	?	-14	-23%	-17%	-2%
O=C(Nc1sc2c(c1C(=O)O)CCC2)C(=O)N1CCOCC1	-6%	/	?	-1%	-15%	10	11%	8	19%	2%	5%
Brc1csc(C=Nc2ccc3c(c2)OCCOCCOCCOCCO3)c1	-2%	-6	-5%	0%	-2%	6	-14%	8	-7%	2%	3%
O=c1cc(-c2ccccc2)cc(-c2ccccc2)n1CCO	-1%	/	-13%	-3%	6%	6	/	5	/	-3%	-3%
O=C1CC(NN2CCCCC2)C(=O)N1c1ccccc1 (centres undefined)	1%	8	-5%	1%	-9%	-5	-6%	-4	12%	5%	-18%
CC(C)c1cc(Br)ccc1OCCCN1C(=O)NC(C)(C)C1=O	1%	0	-2%	-1%	-4%	-8	12%	15	-3%	-16%	0%
CC1CCN(S(=O)(=O)N2CCC(C(=O)NCCC3=CCCCC3)CC2)CC1	-3%	1	0%	-9%	-8%	6	7%	-6	-10%	-6%	-1%
O=C(CCCc1c[nH]c2ccccc12)NCc1cccs1	-3%	0	?	-2%	4%	-1	17%	-7	-17%	1%	?
c1ccc(SCCc2ccncc2)cc1	11%	1	0%	-1%	-3%	-2	-6%	-2	5%	1%	-22%
C=CCNCCOCCOc1ccc(C)cc1Br	3%	-2	1%	-3%	3%	10	-1%	7	-2%	1%	5%
Cc1ccc(NC(=O)Nc2cccs2)c(Cl)c1	/	1	-8%	/	/	6	-20%	13	-6%	/	8.5µM*
COc1ccc(-c2csc(NC(=O)C3CCCCN3S(=O)(=O)c3ccccc3)n2)cc1 (centres undefined)	-6%	-6	-9%	-6%	0%	-11	-32%	4	-18%	-2%	-3%
CC(=O)c1ccc(OCCN2CCOCC2)cc1	0%	1	0%	-2%	-6%	-1	-22%	-13	-12%	9%	6%
O=C(NCCc1ccccc1F)C1CCCN1S(=O)(=O)c1ccc2ccccc2c1 (centres undefined)	-5%	-4	/	-1%	-2%	17	82%	4	-24%	-15%	-18%
O=C(Nc1nnc(C2CC2)s1)c1cccs1	2.8µM*	/	-6%	3.2µM*	2%	1	-17%	-10	-3%	?	?
C=CCc1cc(/C=C2/NC(=O)N(CC)C2=O)cc(OCC)c1OCc1ccc(C(=O)O)cc1	-1%	1	16%	-4%	5%	0	39%	-2	0%	-5%	0%
Nn1c(SCC(=O)Nc2ccc3c(c2)OCCO3)nnc1-c1ccccn1	/	0	1%	/	/	0	-43%	4	?	/	-16%
O=C(CSc1nnc(NC(=O)c2cccc(F)c2)s1)NC1CCCC1	17%	2	-3%	18%	12%	1	-14%	-23	-7%	16%	6µM*
Cc1ccc(NC(=S)N2CCN(Cc3ccccc3)CC2)cc1	0%	0	-9%	14%	0%	-12	7.9µM*	-14	-1%	34%	12µM*
C=CCNc1nc(Cl)ncc1F	-4%	-2	1%	-3%	0%	14	-17%	1	-4%	0%	4%
COc1ccc(C(=O)NCCS(=O)(=O)NCCc2ccccc2)cc1	?	/	-1%	?	-8%	20	/	-11	/	?	?
COc1cccc(CN(C)C(=O)CCNC(=O)c2ccco2)c1	-1%	/	0%	-2%	0%	-8	/	4	/	5%	3%
CCOC(=O)c1c(C)[nH]c(C(=O)COC(=O)c2ccc(O)cc2)c1C	16%	2	0%	30%	-1%	7	?	-8	?	5%	-15%
CCCCN=C(C)c1c(O)c2ccccc2oc1=O	?	0	-5%	4µM*	-2%	4	29%	-13	8%	?	19µM*
CCO[C@@H]1OC(C(=O)NCc2ccccc2)=C[C@H](c2coc3ccccc3c2=O)[C@H]1CCCO	-2%	3	-1%	-2%	6%	8	12%	-21	1%	13%	2%
CC(=O)c1cc2c(cc1NC(=O)CN1Cc3ccccc3C1=O)OCO2	1%	0	-2%	-1%	-2%	10	10%	-8	-7%	0%	-3%
Cc1ccc(C(=O)NC2CCN(Cc3ccccc3)CC2)cc1S(=O)(=O)N1CCOCC1	-5%	/	-11%	-14%	0%	-15	/	12	/	18µM*	-2%
Cc1ccc(S(=O)(=O)NC2=NCN(C3CCN(Cc4ccccc4)CC3)CN2)cc1	-3%	3	1%	-5%	-4%	12	-7%[10 µM]	-22	-3%	-1%	1%
O=C1CSC(=S)N1c1cccc(Cl)c1	-1%	-1	-9%	-1%	1%	20	-14%	27	-17%	-2%	-3%
CCC(C)NC(=O)c1ccc(CSCc2cccc(F)c2)o1 (centres undefined)	11%	1	/	8%	1%	8	?	-5	5%	2%	-8%
COc1cc(OC)cc(-c2c(C#Cc3ccsc3)c3cc(-c4cnc(OC)nc4)ccc3n2C)c1	-5%	/	4%	-2%	-4%	-17	/	3	/	-1%	6%
Cc1cccc(N2C(=O)C(O)=C(C(=O)c3cccs3)C2c2ccc(Cl)cc2)n1 (centres undefined)	-5%	17	2%	0%	-6%	-5	-2%	12	-13%	-1%	0%
O=c1[nH]c2cc3c(cc2cc1C(c1nnnn1Cc1ccccc1)N1CCCc2ccccc21)OCO3 (centres undefined)	-3%	0	/	-2%	0%	6	-15%	-6	5%	16%	-11%
Cc1cc(C)cc(N(CC(=O)Nc2ccccc2C(=O)N2CCOCC2)S(C)(=O)=O)c1	0%	0	10%	2%	10%	/	-1%	-5	-20%	-1%	1%
NC(=O)c1ccc(NC(=O)CSc2nnc(-c3ccc4c(c3)OCO4)o2)cc1	11%	/	-2%	20%	-2%	8	/	-21	/	6%	-2%
CCS(=O)(=O)N1CCC(C(=O)NCc2ccc(F)cc2)CC1	0%	-2	3%	-1%	-2%	15	2%	-3	-3%	3%	5%
O=C(NC1CCN(c2ncccn2)CC1)c1cccc(F)c1	-3%	4	-19%	-5%	1%	15	10%	0	2%	1%	0%
CC(=O)Oc1ccc2ccccc2c1C(NC(=O)Cc1ccccc1)c1ccc(Cl)cc1 (centres undefined)	-3%	0	-10%	-1%	-3%	-21	?	-10	?	-14%	-2%
CC(C)Cc1ccc(C(C)C(=O)Nc2ncccn2)cc1 (centres undefined)	-2%	3	-3%	-3%	2%	-6	?	25	1%	-6%	-3%
CCOC(=O)C1CCN(S(=O)(=O)c2ccc(-c3ccc(=O)[nH]n3)o2)CC1	-2%	0	0%	0%	0%	23	-6%	1	-1%	2%	2%
NS(=O)(=O)c1ccc(CCNC(=O)CCCn2ncn3c(cc4occc43)c2=O)cc1	-4%	1	6%	1%	17%	-4	-10%	?	10%	0%[9.26 µM]	5%
Cc1onc(-c2ccccc2)c1C(=O)N1CCN(c2ncccc2C(F)(F)F)CC1	1%	/	1%	-3%	-4%	-4	3%	11	-8%	-20%	1%
O=C(Cn1nc(C(F)F)cc1C1CC1)N1CCCC1	1%	1	1%	2%	0%	-17	3%	-2	-2%	4%	-1%
COc1cc(NS(=O)(=O)c2ccc(NC(=O)COc3cccc(C)c3)cc2)nc(OC)n1	1%	7	0%	0%	-9%	13	38%	-2	-7%	1%	-3%
CCCOc1ccc2nc(C)c(CCC)c(SC(=N)N)c2c1	1%	1	5%	-3%	2%	29	-24%	7	-4%	-3%	-1%
C=CCn1c(SCc2nc3ccccc3[nH]2)nnc1-c1ccncc1	2%	1	7%	1%	-8%	0	17%	-7	-7%	-2%	3%
O=C(Nc1cccc2nsnc12)C1CC(=O)N(c2ccccc2)C1 (centres undefined)	-2%	-11	-10%	3%	-2%	-2	?	-1	1%	?	9%
COCCCNC(=O)CN1C(=O)/C(=C/c2ccccc2)Sc2ccccc21	1%	-1	-12%	-5%	1%	4	16%	22	-2%	-4%	?
O=C(c1ccccc1)c1nc[nH]c1C(=O)Nc1ccccc1	-7%	0	-8%	6%	1%	-6	0.71µM*	5	1.6µM*	-4%	1%
CCCC(C)C(=O)Nc1ncc(S(=O)(=O)c2ccc([N+](=O)[O-])cc2)s1 (centres undefined)	-4%	0	0%	5%	1%	-106*	23%	-4	-14%	-14%	1%
Cc1cc(Nc2nn(C)c(N)c2C#N)ccc1F	4%	1	0%	16%	1%	5	1%	-9	0%	14%	-10%
